AID2073 – inhibitors of Mint1-CaV2.2 protein interaction, biochemical, HTRF (AID 2073); inhibition, % at 20 µM, or IC50 in µM where a hit was titrated; hit rate 0.19% among 290,000; HTRF protein-protein interaction, Mint1-CaV2.2; higher % means a stronger effect; in the data active = inhibition mostly above about 51%, no sharp cut-off; note: some results filed as inactive read as strong as hits
NOD2 inhibition – inhibition of NOD2-driven NF-kB reporter – cell-based, luminescence, uHTS, HEK293 (AID 1566) | HEK293 NOD2/NF-kB luciferase reporter, luminescence; higher % means a stronger effect | inhibition, % at 4 µM, or EC50 in µM where a hit was titrated | hit rate 0.63% among 290,000; note: many of its hits are not listed in these tables
GPR55 beta-arrestin – selective activators of receptor GPR55 – imaging, U2OS cells, beta-arrestin-GFP redistribution, primary screen (AID 1961); U2OS GPR55 beta-arrestin-GFP redistribution imaging; higher % means a stronger effect; activation, % at 10 µM, or EC50 in µM where a hit was titrated; hit rate 0.048% among 290,000;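 active = activation above 40% with more than 50 cells counted in the well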;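 note: U2OS osteosarcoma cells stably expressing GPR55 and beta-arrestin-GFP; plate controls were DMSO negative control for no effect and LPI positive control for full effect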
KOR beta-arrestin-1 – KOR agonists, beta-arrestin recruitment, primary screen, cell-based, luminescence, uHTS (AID 1777); KOR beta-arrestin recruitment, luminescence; higher % means a stronger effect; one-dose activation, % at 10 µM; EC50 in µM for titrated hits; hit rate 0.02% among 280,000; in the data active = activation above about 50%, passing the limit was not always enough; note: a part of the inactive calls stands beside numbers as strong as those of hits
KOR beta-arrestin-2 – KOR antagonists, beta-arrestin recruitment, cell-based, luminescence, uHTS (AID 1778); KOR beta-arrestin recruitment, luminescence, antagonist mode; higher % means a stronger effect; one-dose inhibition, % at 10 µM; IC50 in µM for titrated hits; hit rate 0.091% among 290,000; note: strong numbers were not always called active
P. falciparum M17LAP – P. falciparum M17LAP inhibitors, primary screen, biochemical, fluorogenic H-Leu-NHMec substrate, 1536-well (AID 1619); recombinant M17LAP, H-Leu-NHMec fluorogenic kinetic assay; higher % means a stronger effect; inhibition, % at 30 µM; hits with a dose series show IC50 in µM; hit rate 0.38% among 220,000;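 active = compound inhibiting the enzyme by more than half at any dose during confirmatory dose-response retesting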;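 note: plate controls were full reaction with DMSO carrier for no effect and no enzyme background for full effect; strong numbers were not always called active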
NOD1 inhibition – inhibition of NOD1-driven NF-kB reporter – cell-based, luminescence, uHTS, primary screen (AID 1578). NOD1-driven NF-kB luciferase reporter cells, luminescence; higher % means a stronger effect. inhibition, % at 4 µM; hits with a dose series show EC50 in µM. hit rate 1% among 290,000; in the data active = inhibition mostly above about 36%, no sharp cut-off; inactive = mostly below about 34%;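 note: HEK-293T reporter cells stimulated with the NOD1 agonist gamma-tri-DAP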
Dynein transport – dynein cargo transport inhibition; hit rate 0.47% among 220,000; z-score, hits read low; AID 1381; 3617.4 mouse cells, GR-EGFP nuclear translocation imaging; test concentration mostly 20 µM; stimulated with dexamethasone, 1 µM; hits give low values;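 active = plate z-score of nuclear minus cytoplasmic receptor signal below a set negative limit, without overly bright fluorescence or cell loss, cut at about -3.5 in these data, passing the limit was not always enough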;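 note: z-score of nuclear minus cytoplasmic ring GR-EGFP intensity difference per well; some compounds called inactive have numbers as strong as hits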
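Buffer or medium: tet-free, stripped-serum medium; Also added: dexamethasone, 1.0 µM final; Technique: high-content fluorescence imaging after fixation; Times: 48 h induction, 1 h compound, 30 min dex at 37 °C; Read-out: per-cell GR-EGFP intensity, nucleus versus surrounding cytoplasmic ring, well-averaged.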
M1AAP inhibition – malaria alanyl aminopeptidase activity blockers – biochemical, fluorogenic H-Leu-NHMec substrate, 1536-well (AID 1445); recombinant M1AAP, H-Leu-NHMec fluorogenic kinetic assay; higher % means a stronger effect; inhibition, % at 30 µM, or IC50 in µM where a hit was titrated; hit rate 0.42% among 220,000;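 active = primary inhibition above the hit cutoff, then over 50% inhibition at one or more dose response concentrations, cut at about 23% in these data, passing the limit was not always enough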;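 note: plate controls were DMSO full reaction for no effect and no enzyme background for full effect; strong numbers were not always called active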
Dynein transport cytoplasmic EGFP – also measured in Dynein transport; calls as there; z-score; measured here: cytoplasmic GR-EGFP intensity; hits give high values
Dynein transport nuclear GR-EGFP – also measured in Dynein transport; calls as there; z-score; measured here: nuclear GR-EGFP intensity;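 lower value marks the stronger effect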
Dynein transport cell count – second read-out of Dynein transport, no call of its own (marks repeat the call); z-score; measured here: cell count per field
* hit, by the source's call; . = no result given; [ ] = another dose, or the depositor's remark. Cut-off read from the data, not from the text of the source, unless noted: active = inhibition above about 50%; inactive = the rest. Not all compounds are listed (hit frequency here may not be typical).

SMILES | AID2073 | NOD2 inhibition | GPR55 beta-arrestin | KOR beta-arrestin-1 | KOR beta-arrestin-2 | P. falciparum M17LAP | NOD1 inhibition | Dynein transport | Dynein transport cytoplasmic EGFP | Dynein transport nuclear GR-EGFP | Dynein transport cell count | M1AAP inhibition
O=C(NCCc1cccc(F)c1)C1CCN(S(=O)(=O)c2ccc(F)cc2)CC1 | 11% | 18% | 0.0% | -0.5% | -13% | . | 2% | . | . | . | . | .
COc1ccc(CNC(=O)c2c(O)c3ccccc3n(C)c2=O)cc1OC | 36% | -7% | 0.2% | 13% | -8% | -5% | 5% | 0.48 | -0.23 | 0.57 | -0.91 | -4%
COc1ccc(N/N=C/c2c(C(=O)O)ccc3ccccc23)cc1 | 7% | 44% | 0.0% | . | -42% | 5% | 2% | 1.5 | -0.013 | 2 | -2.1 | -8%
COc1cc(/C=N/NC(=O)c2cccnc2)ccc1OS(=O)(=O)c1cc(C)ccc1C | 11% | 12% | 0.7% | -3.4% | -36% | 2% | -12% | -0.19 | -0.26 | 0.093 | 0.66 | 0%
O=C1C=C(c2ccccc2)OC(c2ccccc2)O1 (stereo not drawn) | 48% | -28% | -0.1% | . | -11%[20 µM] | -13% | -56% | 1.8 | -0.13 | 1.4 | -1.6 | 12%
CCN(CC)C(=O)c1cc(-c2ccccc2OC)on1 | 8% | -27% | -2.3% | 0.6% | 14% | -5% | -2% | -0.56 | -0.22 | -0.28 | 0.57 | 0%
CC(C)(C)c1ccc(Cn2cnc(-c3ccc([N+](=O)[O-])cc3)c2)cc1 | -4% | -98% | 0.2% | -1.1% | 26% | -2% | -36% | -0.17 | -0.25 | -0.15 | -0.59 | 2%
COc1ccc(CN(C(=O)c2oc3ccccc3c2C)C2CCS(=O)(=O)C2)cc1OC (stereo not drawn) | 7% | -1% | -0.1% | 4.0% | -34% | -4% | -16% | 0.59 | -0.2 | 0.25 | -0.28 | 0%
COc1cccc(C(=O)CSc2nnc(COc3cccc4cccnc34)o2)c1 | -5% | -5% | -0.2% | 7.2% | -26% | 6% | -25% | 0.9 | -0.26 | 1.1 | -0.43 | -1%
COc1cc(CC(=O)NCCc2ccc(OCc3ccccc3)cc2)c([N+](=O)[O-])cc1OC | 9% | -29% | -0.1% | 54% | -17% | 3% | -31% | -0.79 | -0.39 | -0.11 | -0.091 | 3%
CCOCCCNC(=O)c1cc(Sc2nnc(C)s2)nc2ccccc12 | 4% | 5% | 0.3% | 5.7% | 20% | 18% | -11% | -0.048 | -0.22 | 0.14 | -0.49 | 1%
CC1CCCCN1S(=O)(=O)c1ccc(NC(=O)c2cccs2)cc1 (stereo not drawn) | 8% | 8% | -0.1% | -4.5% | -5% | -15% | -1% | -0.1 | -0.16 | 0.3 | -0.57 | 6%
O=[N+]([O-])c1cc(/C=N/N2CCN(Cc3ccccc3)CC2)ccc1Cl | -7% | -9% | -0.1% | 0.0% | -68%[20 µM] | 0% | -10% | -0.36 | -0.33 | 0.13 | 0.00056 | 0%
CCOc1ccccc1/C=C/c1onc(C)c1S(=O)(=O)N1CCC(C(=O)N(CC)CC)CC1 | 6% | 18% | 1.1% | 4.3% | -19% | . | -5% | . | . | . | . | .
COCCn1c(-c2ccc(NC(C)=O)cc2)nc2c1c(=O)[nH]c(=O)n2CC(C)C | 22% | 5% | -0.1% | 3.6% | -9% | . | -10% | . | . | . | . | .
NNC(=O)C(=O)Nc1ccc(Cl)c(Cl)c1 | -13% | 9% | -0.1% | 2.8% | -11% | 1% | -1% | -0.083 | -0.19 | 0.41 | 0.16 | 4%
CN(C)N1C(N)=C(C#N)C(c2cccc(Cl)c2)C2=C1CCCC2=O (stereo not drawn) | 0% | 28% | -0.2% | -2.1% | 30% | . | 4% | . | . | . | . | .
COc1ccc(OC)c(NC(=O)CNC(=O)c2cccs2)c1 | 4% | 16% | -0.2% | -8.3% | 22% | 0% | -12% | 0.91 | -0.22 | 0.91 | -0.79 | -6%
CCSc1nnc(NC(=O)c2ccc3ccccc3n2)s1 | 20% | -47% | -0.1% | -0.4% | -10% | 12% | -42% | 0.95 | -0.26 | 0.78 | -0.73 | 54%
O=C(CC(c1ccccc1)c1ccccc1O)N1CCCC1 (stereo not drawn) | -11% | -4% | -0.1% | 1.4% | 1% | -6% | 7% | 0.48 | 0.01 | 0.43 | -0.2 | 4%
Cc1csc(-c2coc3cc(O)cc(C)c3c2=O)n1 | 17% | -37% | 0.7% | -1.9% | 4% | -2% | -39% | -0.73 | -0.28 | -0.63 | 0.91 | 18%
COc1cc(NC(=O)C2CCCN(S(=O)(=O)c3ccc4c(c3)oc(=O)n4C)C2)cc(OC)c1 (stereo not drawn) | -10% | -2% | -0.1% | 15% | 2% | -4% | -14% | -0.64 | -0.25 | -0.36 | 0.2 | 3%
Cc1nn(-c2ccccc2)c(Cl)c1C(=O)Nc1nnc(C2CCCCC2)s1 | -5% | 26% | 0.1% | -1.1% | 19% | -4% | 27% | -0.45 | -0.27 | -0.91 | -0.59 | -6%
CCCC(c1nnnn1C(C)(C)CC)N1CCN(C(=O)c2ccco2)CC1 (stereo not drawn) | -1% | -1% | 0.2% | 0.8% | -28% | . | -45% | . | . | . | . | .
O=C(COc1ccc(Cl)cc1)Nc1ccc2c(c1)OCO2 | 1% | -50% | 0.0% | 1.8% | -19% | . | -27% | . | . | . | . | .
O=c1c([N+](=O)[O-])c(N2CCCCCC2)c2ccccc2n1-c1ccccc1 | 5% | 22% | 0.2% | 37% | -3% | -75% | 3% | 0.26 | -0.21 | 0.59 | 0.43 | 4%
COC(=O)c1ccccc1SCC(=O)Nc1ccc(N2CCOCC2)cc1 | 6% | -40% | -0.1% | -0.6% | 2% | . | -37% | . | . | . | . | .
COc1cccc(C(=O)N2CCN(C3CCN(Cc4ccccc4)CC3)CC2)c1OC | 3% | -11% | 0.0% | 1.5% | 17% | 6% | -11% | 1 | -0.63 | 0.51 | -1.1 | 2%
COc1ccc(C(=O)CCC(=O)NC2=NCCS2)cc1 | 5% | 6% | -0.1% | 0.1% | 2% | . | -19% | . | . | . | . | .
CCN(CC)c1ncnc2scc(C3COc4ccccc4O3)c12 (stereo not drawn) | 10% | 10% | -0.3% | -4.3% | -1% | 2% | 33% | -0.86 | -0.23 | -0.23 | -0.071 | -1%
COc1ccc(Cl)cc1NC(=O)Cc1c(F)cccc1Cl | 2% | -2% | 1.1% | 0.1% | . | -21% | -21% | -0.032 | -0.083 | -0.07 | -0.027 | 2%
O=C(NCCN1CCN(c2ccccc2Cl)CC1)Nc1ccccc1 | -5% | 9% | 0.8% | -2.0% | -16%[20 µM] | . | -20% | . | . | . | . | .
CCN1CCCC(NC(=O)c2scc3c2CCCC3)C1 (stereo not drawn) | -5% | -5% | 0.2% | 7.0% | -11% | 4% | -22% | -0.19 | -0.29 | -0.0066 | 0.74 | 3%
O=C(c1cccc([N+](=O)[O-])c1)N1CCN(c2n[nH]c(=O)[nH]c2=O)CC1 | 8% | 15% | 0.8% | -1.0% | 11% | 8% | -4% | 0.036 | -0.2 | 0.45 | -0.27 | 0%
COc1ccc(CC(=O)OCC(=O)Nc2ccc3c(c2)OCCO3)cc1OC | -4% | 3% | 0.0% | -1.1% | 1% | 9% | -19% | -1 | -0.31 | -0.73 | 0.61 | 3%
COc1cccc(CC2(CO)CCCN(Cc3cn(C)c4ccccc34)C2)c1 (stereo not drawn) | -2% | 17% | 0.3% | -3.8% | -17% | . | -36% | -1 | -0.048 | -0.2 | 0.26 | .
O=C(/C=C/c1cccc([N+](=O)[O-])c1)NC(=S)Nc1ccccc1C(=O)O | 20% | 4% | 1.2% | -2.7% | -20% | 4% | 1% | -3.5* | 1.2* | -1.9* | -0.44* | 9%
COC(=O)c1ccc(N=NNc2ccc(C(=O)OC)cc2)cc1 | 14% | -157% | -0.2% | -1.9% | 8% | 6% | 4% | 0.42 | -0.22 | 0.32 | -0.28 | 1%
CC1CCC2(CC1)NC(=O)N(CC(=O)c1ccc[nH]1)C2=O (stereo not drawn) | 4% | 9% | 0.0% | -10% | 4% | -10% | -14% | 0.33 | -0.14 | 0.53 | -0.42 | 5%
CC1=NN(C(=O)c2ccc(C)o2)C(O)(c2ccccc2)C1 (stereo not drawn) | 3% | -11% | -0.2% | -2.5% | 5% | 26% | -26% | 2.9 | -0.019 | 1.7 | -1.8 | 11%
C=CCC(CC=C)(NC(=O)c1cccc(C)c1)c1ccccc1 | 2% | -1% | 0.1% | 3.3% | -18% | -2% | 13% | -0.038 | -0.31 | -0.47 | -0.13 | -3%
COc1cccc(-c2cc(C(=O)NCCCN3CCOCC3)no2)c1 | 16% | 9% | -0.3% | -3.1% | -19% | . | 22% | . | . | . | . | .
O=C(O)Cn1cnc2c(=S)nc[nH]c21 | -10% | 7% | 0.2% | 3.2% | -12% | 26% | -14% | -0.63 | 0.14 | -0.28 | 0.021 | 13%
O=C(COc1ccc(NS(=O)(=O)c2ccc(F)cc2)cc1)N1CCOCC1 | 1% | -11% | -0.1% | -6.5% | 2% | 6% | 20% | 0.45 | -0.12 | 0.92 | -0.26 | 9%
O=C(NC1CCCCC1)C(c1ccco1)N(C(=O)c1csnn1)c1ccccc1 (stereo not drawn) | 41% | 4% | 0.4% | -1.4% | -1% | . | -16% | . | . | . | . | .

Among those listed so far, these contain an NH in an aromatic ring.
SMILES | AID2073 | NOD2 inhibition | GPR55 beta-arrestin | KOR beta-arrestin-1 | KOR beta-arrestin-2 | P. falciparum M17LAP | NOD1 inhibition | Dynein transport | Dynein transport cytoplasmic EGFP | Dynein transport nuclear GR-EGFP | Dynein transport cell count | M1AAP inhibition
COCCn1c(-c2ccc(NC(C)=O)cc2)nc2c1c(=O)[nH]c(=O)n2CC(C)C | 22% | 5% | -0.1% | 3.6% | -9% | . | -10% | . | . | . | . | .
O=C(c1cccc([N+](=O)[O-])c1)N1CCN(c2n[nH]c(=O)[nH]c2=O)CC1 | 8% | 15% | 0.8% | -1.0% | 11% | 8% | -4% | 0.036 | -0.2 | 0.45 | -0.27 | 0%
CC1CCC2(CC1)NC(=O)N(CC(=O)c1ccc[nH]1)C2=O (stereo not drawn) | 4% | 9% | 0.0% | -10% | 4% | -10% | -14% | 0.33 | -0.14 | 0.53 | -0.42 | 5%
O=C(O)Cn1cnc2c(=S)nc[nH]c21 | -10% | 7% | 0.2% | 3.2% | -12% | 26% | -14% | -0.63 | 0.14 | -0.28 | 0.021 | 13%

Bioassay records (PubChem)
